USP8 inh: inhibitors of human USP8 deubiquitinase; AID 1645853, 2021; hit rate 4.2% among 47,000; inhibition, % at 20 µM; Ubiquitin carboxyl-terminal hydrolase 8 (Homo sapiens), P40818; purified USP8, Ub-rhodamine cleavage fluorescence, 30 min
USP10 block: inhibitors of human USP10 deubiquitinase; Ubiquitin carboxyl-terminal hydrolase 10 (Homo sapiens), Q14694; purified USP10, Ub-rhodamine fluorescence, 60 min; inhibition, % at 20 µM; hit rate 1.1% among 47,000; AID 1645856, 2021
OTUD3 block: inhibitors of human OTUD3 deubiquitinase; OTU domain-containing protein 3 (Homo sapiens), Q5T2D3; inhibition, % at 25 µM; hit rate 0.7% among 47,000; AID 1645858, 2021; purified OTUD3, Ub-rhodamine fluorescence, 2 h
UCHL1 block: inhibitors of human UCHL1 deubiquitinase; purified UCHL1, Ub-rhodamine cleavage fluorescence; inhibition, % at 20 µM; hit rate 0.2% among 47,000; AID 1645859, 2021; Ubiquitin carboxyl-terminal hydrolase isozyme L1 (Homo sapiens), P09936
Target sequence (P09936 whole entry, looked up): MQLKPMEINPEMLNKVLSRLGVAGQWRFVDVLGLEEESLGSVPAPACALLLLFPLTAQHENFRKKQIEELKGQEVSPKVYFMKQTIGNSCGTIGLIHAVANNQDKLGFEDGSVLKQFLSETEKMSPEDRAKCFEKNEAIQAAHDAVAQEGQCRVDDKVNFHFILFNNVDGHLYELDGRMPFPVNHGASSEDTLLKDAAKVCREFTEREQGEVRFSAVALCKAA
USP17 inh: inhibitors of human USP17 deubiquitinase. hit rate 6.5% among 47,000. inhibition, % at 50 µM. Ubiquitin carboxyl-terminal hydrolase 17-like protein 5 (Homo sapiens), A8MUK1. purified USP17, Ub-rhodamine cleavage fluorescence, 3 h. AID 1645855, 2021
Target sequence (A8MUK1 whole entry, looked up): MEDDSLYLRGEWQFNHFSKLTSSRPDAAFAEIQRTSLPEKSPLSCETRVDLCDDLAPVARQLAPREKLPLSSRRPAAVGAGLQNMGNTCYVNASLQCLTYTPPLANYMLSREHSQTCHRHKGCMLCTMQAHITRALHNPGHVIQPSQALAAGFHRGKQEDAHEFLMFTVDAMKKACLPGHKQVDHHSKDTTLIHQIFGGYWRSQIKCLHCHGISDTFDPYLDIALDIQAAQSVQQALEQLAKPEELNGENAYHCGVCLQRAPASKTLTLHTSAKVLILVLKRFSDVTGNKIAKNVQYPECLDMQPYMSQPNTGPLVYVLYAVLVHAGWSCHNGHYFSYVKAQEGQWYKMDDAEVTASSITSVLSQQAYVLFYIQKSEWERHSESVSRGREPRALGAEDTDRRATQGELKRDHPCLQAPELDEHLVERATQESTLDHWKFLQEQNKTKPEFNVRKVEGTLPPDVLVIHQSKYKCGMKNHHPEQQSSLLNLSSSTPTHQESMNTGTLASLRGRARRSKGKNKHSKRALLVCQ
USP7 block: inhibitors of human USP7 deubiquitinase. Ubiquitin carboxyl-terminal hydrolase 7 (Homo sapiens), Q93009. purified USP7, Ub-rhodamine cleavage fluorescence. inhibition, % at 20 µM. hit rate 0.3% among 47,000
USP28 block: inhibitors of human USP28 deubiquitinase | Ubiquitin carboxyl-terminal hydrolase 28 (Homo sapiens), Q96RU2 | AID 1645857, 2021 | inhibition, % at 25 µM | hit rate 3% among 47,000 | purified USP28, Ub-rhodamine cleavage fluorescence, 30 min
USP30 block: inhibitors of human USP30 deubiquitinase | purified USP30, Ub-rhodamine cleavage fluorescence | inhibition, % at 25 µM | hit rate 5.3% among 47,000
The depositor's hits bear a star; i = inactive; x = no result given. Cut-off read from the data, not from the text of the source: active = inhibition above about 30%; inactive = the rest. Not a hit list. About 14% of those tested had a hit in this group.

SMILES	USP8 inh	USP10 block	OTUD3 block	UCHL1 block	USP17 inh	USP7 block	USP28 block	USP30 block
CCOC(=O)C1=C(C)Oc2ncn3nc(-c4ccccn4)nc3c2C1c1ccco1 (stereo not drawn)	18	-1	4	0	10	3	2	2
O=C(COC(=O)c1ccc2ncsc2c1)Nc1ccc(F)c(F)c1	14	1	0	2	4	0	27	12
Cc1nc2ccc(NC(=O)c3ccccc3OCC(=O)Nc3ccccc3F)cc2s1	-223	-7	-176	-110	-171	-132	-208	i
CCN(CC)c1ncnc2c1sc1nc(-c3ccccc3)c3c(c12)CCC3	-20	-9	-30	-6	-36	-4	-30	-45
O=C(Cn1c(=O)oc2cc(S(=O)(=O)N3CCCC3)ccc21)N1CCN(c2ccccn2)CC1	12	0	-6	-1	9	-7	-12	6
CN1CCN(C(=O)c2n[nH]c3c2CN(Cc2cccc(C#N)c2)C3)CC1	-170	-1	9	0	-26	0	12	6
O=C(NCc1ccccc1)C1Cn2ccnc2C2(CCN(C(=O)NC3CCCC3)CC2)O1 (stereo not drawn)	-60	0	11	1	-4	7	10	7
Cc1cc2n(n1)CCCN2C(=O)CCC(=O)N1CCN(C2CCCCC2)CC1	8	-3	7	0	9	4	4	18
O=C1c2cc3ccccc3nc2C2CCCCN12 (stereo not drawn)	-2	-6	0	-1	0	-3	-10	-13
CCOC(=O)c1cc(-c2ccc(N3CCN(C(=O)[C@@H]4C[C@H]4c4ccccc4)CC3)cc2)n(-c2ccccn2)n1	0	-5	5	1	-3	4	10	-12

Three compounds out of the list above, sorted by the number in USP17 inh, highest first.
SMILES	USP8 inh	USP10 block	OTUD3 block	UCHL1 block	USP17 inh	USP7 block	USP28 block	USP30 block
O=C(Cn1c(=O)oc2cc(S(=O)(=O)N3CCCC3)ccc21)N1CCN(c2ccccn2)CC1	12	0	-6	-1	9	-7	-12	6
CCOC(=O)c1cc(-c2ccc(N3CCN(C(=O)[C@@H]4C[C@H]4c4ccccc4)CC3)cc2)n(-c2ccccn2)n1	0	-5	5	1	-3	4	10	-12
CN1CCN(C(=O)c2n[nH]c3c2CN(Cc2cccc(C#N)c2)C3)CC1	-170	-1	9	0	-26	0	12	6

The results go on.
SMILES	USP8 inh	USP10 block	OTUD3 block	UCHL1 block	USP17 inh	USP7 block	USP28 block	USP30 block
OC1CCC(Nc2nc(CN3CCOCC3)nc3sc4c(c23)CCC4)CC1 (stereo not drawn)	13	-1	2	0	1	-2	6	-9
CCc1ccc(Nc2nc3ccncc3n(Cc3ccccc3)c2=O)cc1	0	-5	2	-2	-5	-1	-9	6
Fc1cccc(Cn2cc(-c3noc(-c4cccnc4)n3)nn2)c1	21	3	-2	-1	63*	-14	-3	-5
CC(=O)Nc1ccc(S(=O)(=O)N2CCC(C(=O)Nc3ccc4cc[nH]c4c3)CC2)cc1	16	-1	2	1	0	2	21	-3
CCCCN1CC(C(=O)Nc2ccc(C(=O)Nc3ccc([N+](=O)[O-])cc3C)cc2)CC1=O (stereo not drawn)	-44	0	17	2	27	0	4	-18
CC(C)(C)NS(=O)(=O)c1ccc(CCC(=O)N2CCCCCC2)cc1	24	4	19	0	19	2	17	29
CCOc1ccc(-c2csc(C)n2)cc1S(=O)(=O)N1CCCCC1	-1	5	8	2	10	2	11	22
O=C1C[C@@H]2[C@H](CCN2C(=O)OCc2ccccc2)N1	0	0	-3	0	-5	-4	-4	1
CC1(C)Cc2cccc(OCC(=O)Nc3ccccc3N3CCOCC3)c2O1	3	1	5	1	0	2	2	1
Cc1ccccc1Cn1ccc(NS(=O)(=O)c2cnn(C)c2)n1	-3	1	-2	-2	-9	2	-9	-8
COc1ccc(CC(=O)NCC(c2cccnc2)N2CCc3ccccc3C2)cc1 (stereo not drawn)	14	-3	-7	-3	2	-3	0	-20
O=C(c1cscn1)N1CCCC(c2cc3ncccc3cn2)C1 (stereo not drawn)	1	0	-4	-3	-3	-2	-2	-6
CCCC(=O)Nc1ccc2c(c1)nc(CCN1CCOCC1)n2C	4	2	-5	0	1	1	-7	0
COc1cc2c(C#N)c(OC)nc3c2c(n1)NC(C)(c1ccc(Br)cc1)N3 (stereo not drawn)	85*	-7	-29	-4	0	-8	9	-16
Cc1c(-c2nnc(C3CC3)o2)c(S(=O)(=O)N2CCN(C(C)C)CC2)c(C)n1C	18	0	14	-1	12	0	5	11
COc1ccc(CC(=O)Nc2cccn3nc(C(C)C)nc23)cc1Cl	-15	-6	-14	-2	-52	-8	-14	-93
CCN(CC(=O)NC(C)(C)C)C(=O)C1CCN(S(=O)(=O)c2ccccc2)CC1	-14	-3	13	-1	12	2	6	16
O=C(CSc1ccc2nnc(-c3ccc(F)cc3)n2n1)N1CCCCC1	0	0	0	-2	3	0	-7	4
CC(C)CN1CCN(S(=O)(=O)c2cc(-c3nnc(C4CC4)o3)co2)CC1	-3	-5	0	-2	-11	-2	-15	-29
Cc1ccnn1-c1nc(-c2ccc(F)cc2)cc(C(F)(F)F)n1	2	1	0	3	23	0	4	26
Cc1cc(C)cc(NC(=O)c2c(O)c3ccccc3[nH]c2=O)c1	42*	9	0	4	9	9	0	9
CCOc1ccc(NC(=O)N2CCC(c3cc4n(n3)CCCNC4=O)CC2)cc1	0	0	-3	-2	-10	-2	7	-4
Cc1cccc(Nc2nc(C)cc(=O)n2CC(=O)Nc2ccccc2)c1	12	12	5	1	20	2	7	30*
CCc1ccc(C2CN3C(=O)c4ccccc4C3c3[nH]c4ccccc4c32)cc1 (stereo not drawn)	-37	6	7	11	x	-14	14	-12
COc1ccc(-n2c(SCC(=O)Nc3cc(Cl)ccc3C(=O)O)nc3ccccc3c2=O)cc1Cl	39*	59*	0	10	93*	35*	x	x
Cc1nc(-c2ccc(F)cc2)sc1C(=O)N1CCOC(C)(C(N)=O)C1 (stereo not drawn)	16	3	8	0	3	4	11	16
CC1(C)CC(=O)c2cnc(NC(=O)CSC(=S)N3CCCCC3)nc2C1	-12	-5	6	0	3	2	5	11
Cc1cc2n(n1)CC(C)(C(=O)NCc1ccc(Cl)cc1)N(c1ccc3c(c1)OCCO3)C2=O (stereo not drawn)	7	-1	4	1	0	-6	28	-119
COc1ccccc1-c1c(NC(=O)c2cccs2)n(C)c2ccccc2c1=O	-1	-4	-3	-1	1	3	-9	-30
CC(=O)c1cccc(Nc2c(C(=O)N3CCOCC3)cnc3nc(C)ccc23)c1	0	-2	-4	-4	-3	-2	-9	-22

5 structures out of the list, arranged by molar mass, lowest first.
SMILES	USP8 inh	USP10 block	OTUD3 block	UCHL1 block	USP17 inh	USP7 block	USP28 block	USP30 block
Cc1cc(C)cc(NC(=O)c2c(O)c3ccccc3[nH]c2=O)c1	42*	9	0	4	9	9	0	9
Cc1ccnn1-c1nc(-c2ccc(F)cc2)cc(C(F)(F)F)n1	2	1	0	3	23	0	4	26
CCc1ccc(Nc2nc3ccncc3n(Cc3ccccc3)c2=O)cc1	0	-5	2	-2	-5	-1	-9	6
CC(C)(C)NS(=O)(=O)c1ccc(CCC(=O)N2CCCCCC2)cc1	24	4	19	0	19	2	17	29
COc1ccccc1-c1c(NC(=O)c2cccs2)n(C)c2ccccc2c1=O	-1	-4	-3	-1	1	3	-9	-30

Remaining list, next part.
SMILES	USP8 inh	USP10 block	OTUD3 block	UCHL1 block	USP17 inh	USP7 block	USP28 block	USP30 block
Cc1nnc(SCCn2c(N3CCN(C(=O)c4ccco4)CC3)nc3c2c(=O)[nH]c(=O)n3C)s1	7	3	2	3	2	9	1	-2
CC1CCN(CC2C(=O)O[C@@]34[C@H]2CC[C@@H](C)[C@@H]3CC[C@@]2(C)O[C@@H]42)CC1 (stereo partly drawn)	0	-1	-2	-3	-11	2	-1	6
O=C(CN(C(=O)c1ccc(-c2ccccc2)[nH]1)c1ccc2c(c1)OCCO2)NC1CCCCC1	0	-5	-7	3	0	3	-11	-31
Cc1occc1-c1nnc(SCC(=O)Nc2ccc3[nH]c(=O)[nH]c3c2)n1C	-30	-2	-10	-1	45*	-3	-2	-14
O=C(CCc1nnc2n(Cc3ccc(Cl)cc3)c(=O)c3ccccc3n12)N1CCN(c2ccc(F)cc2)CC1	2	1	-5	3	-7	-4	2	10
COc1cc(C2CCN(C(=O)c3cccc(Cl)c3)CC2)on1	2	2	0	-2	-6	0	-5	5
Cc1nc(-c2cccc(NC(=O)c3ccc(C#N)cc3)c2)no1	2	1	5	2	17	2	x	x
CCOC(=O)c1c(C)n(CC)c2ccc(OC(=O)COc3ccc(Cl)cc3)cc12	8	1	0	1	9	-1	10	-28
Cc1ncoc1C(=O)N1CCCC(c2ncc(Cc3ccc(Cl)cc3)o2)C1 (stereo not drawn)	0	0	5	3	-1	0	6	9
CCN(CC)CCNC(=O)c1ccc2nnc(C3CN(c4ncccn4)CCN3C)n2c1 (stereo not drawn)	-25	-1	2	0	1	5	0	7
Cn1ccnc1CN1C(=O)CO[C@H]2CN(Cc3ccc4c(c3)OCO4)C[C@H]21	2	0	5	0	5	4	10	18
Cc1ccc(-c2c(NC(=O)c3cccc([N+](=O)[O-])c3)n(C)c3ccccc3c2=O)cc1	4	2	4	3	15	4	14	32*
CC1CS(=O)(=O)N(c2ccc(C(=O)N(C)Cc3ccccc3)cc2)C1=O (stereo not drawn)	-1	0	10	2	5	2	5	23
O=c1cc(CO)occ1O	7	2	6	3	8	6	1	25
COc1ccc(NC2(c3nnnn3C3CCCCC3)CCCCC2)cc1	-6	3	2	6	0	9	5	15
Clc1ncccc1-c1nc2ccccc2n1Cc1ccccc1	4	-6	-14	-5	-6	-20	2	-56
COc1ccc(Sc2nnc(C)c3nnn(Cc4ccc(F)cc4)c23)cc1	-107	8	23	5	32*	4	17	28
O=C(Nc1nnc(C2CCCCC2)s1)c1cccc(S(=O)(=O)N2CCOCC2)c1	-24	2	-1	0	4	3	-1	7
O=C1CC(NC(=O)C2CC2)c2cc3c(cc21)OCO3 (stereo not drawn)	17	0	3	2	0	5	11	-2
COc1ccc(-c2onc(C)c2C)cc1S(=O)(=O)Nc1ccc(-c2ccno2)cc1	6	8	5	8	5	13	6	3
COc1cccc(CC(NC(C)=O)C(=O)NC2CCN(C(=O)C3CCCCC3)CC2)c1 (stereo not drawn)	1	-3	7	1	4	5	0	8
O=C(O)c1c(CNC2CCCCC2)c2ccccc2n1Cc1cccc(F)c1	-1	-4	-14	-150	-4	-144	-6	-32
CCn1c(=O)c(N2CCC(C(=O)NCCCN3CCCCC3C)CC2)nc2cccnc21 (stereo not drawn)	0	-3	6	2	4	1	5	7
CCOC(=O)N1CCC(NCc2c(C(=O)O)n(Cc3ccc(C)cc3)c3ccccc23)CC1	-5	-1	1	-1	11	-70	3	0
CC(C)c1cc(C2CCCN2C(=O)Cc2ccc(Cl)cc2)no1 (stereo not drawn)	-1	0	5	-3	7	-101	0	6
Cc1cc(OCC(=O)Nc2ccccc2)nc(N2CCCC(C)C2)n1 (stereo not drawn)	13	4	-1	4	31*	-22	2	14
Cn1nnc2cc(C(=O)NCc3ccc(F)cc3)ccc21	4	-3	0	-2	-5	-1	-1	-12
COCCN1[C@H]2CCN(CC(=O)N(C)C)CC[C@@H]2Oc2ccccc2S1(=O)=O	-32	-9	-39	-11	-57	-11	-40	-162
Cc1nnc2c(N3CCN(c4cccc(C(F)(F)F)c4)CC3)nc3ccccc3n12	5	0	8	2	-2	0	6	-2
CN(C)CCC(=O)c1ccc2c(c1)CCCO2	0	-2	12	0	5	-5	10	14
Cc1nn(-c2ccc(C(=O)/C=C3\NCCc4cc5c(cc43)OCO5)cc2)c(C)c1Cl	-31	-6	-16	-8	-18	-7	-18	-138
COc1ccc(CCNC(=O)CCCn2c(=O)c3ccccc3n(CC(=O)OCc3ccccc3)c2=O)cc1OC	2	13	25	7	40*	3	26	64*
Cc1cccc(-n2c3c(c(=O)[nH]c2=O)CN(Cc2ccco2)CN3)c1C	-34	-2	-4	-3	-10	-1	-1	-3
Cc1ccc(S(=O)(=O)Nc2ccccc2N2CCOCC2)cc1	-2	1	-3	1	14	-1	0	-2
O=C(Cn1cc(-c2nnco2)c2ccccc21)NC1CCCCCC1	0	2	2	-2	38*	-1	-6	-9
CC1CCc2c(sc3[nH]c(=O)c(C(=O)Nc4ccc(C(N)=O)cc4)c(O)c23)C1 (stereo not drawn)	-6	-3	3	-1	5	2	x	x
COCCn1nnc2cc(S(=O)(=O)N3CCCC(C(=O)N4CCOCC4)C3)ccc21 (stereo not drawn)	0	0	7	-1	3	-1	5	5
O=C(CN1C(=O)NC(Cc2ccccc2)(c2ccccc2)C1=O)NCC(F)(F)F (stereo not drawn)	-2	-1	-6	-1	-16	-1	-9	-2

Screening results (PubChem BioAssay)
